Assay outcomes as filed in PubChem.
L3MBTL1 inh: qHTS Assay for the Inhibitors of L3MBTL1; Lethal(3)malignant brain tumor-like protein 1 (Homo sapiens), Q9Y468; AlphaScreen L3MBTL1–H3K9me1 peptide binding; Potency, µM (highest dose often 57.1 µM), without a hit: at the highest dose activity, negative = inhibition, actives largely listed as inhibitors; 0.66% of 230,000 active; AID 485360, 2010; note: potency is the fitted concentration of half-maximal effect; % is set by controls: 0 for no effect and ±100 for the full control effect; nearly all actives have a fitted effect of over 60% in size
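AlphaScreen assay: L3MBTL1 (50 nM final) was preincubated 30 min at room temperature with biotinylated H3(1-15)K9me1 peptide (75 nM final), then 30 min with library compounds; streptavidin donor and nickel chelate acceptor beads (10 ug/mL final) added, 30 min dark.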
NPSR antag: qHTS Assay for Antagonists of the Neuropeptide S Receptor: cAMP Signal Transduction; CHO-NPSR cells, cAMP TR-FRET, antagonist mode; Potency, µM (highest dose often 38.3 µM), inactives show at the highest dose activity change, negative = inhibition, hits mostly inhibitors; 1% of 220,000 active; Q6W5P4; note: potency is the fitted concentration of half-maximal effect; % is set by controls: 0 for no effect and ±100 for the full control effect; nearly all actives have a fitted effect of over 50% in size; many of its hits are not listed in these tables
Target sequence (Q6W5P4 whole entry, looked up): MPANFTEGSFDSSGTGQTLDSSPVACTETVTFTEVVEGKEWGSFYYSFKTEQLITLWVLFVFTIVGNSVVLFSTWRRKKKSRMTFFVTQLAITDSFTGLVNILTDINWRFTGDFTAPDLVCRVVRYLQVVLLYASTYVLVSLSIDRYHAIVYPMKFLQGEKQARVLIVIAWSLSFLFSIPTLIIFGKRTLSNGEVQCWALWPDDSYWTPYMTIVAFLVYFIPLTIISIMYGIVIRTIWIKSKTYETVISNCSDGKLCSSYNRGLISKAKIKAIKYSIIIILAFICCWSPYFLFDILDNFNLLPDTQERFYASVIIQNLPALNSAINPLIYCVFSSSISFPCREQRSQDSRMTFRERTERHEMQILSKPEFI
IMPase Li inh: qHTS Assay for Identifying the Cell-Membrane Permeable IMPase Inhibitors: Potentiation with Lithium; AID 1457, 2008; 0.35% of 210,000 active; Potency, µM (highest dose often 59.4 µM), without a hit: at the top dose activity, negative = IMPase inhibition, hits mostly inhibitors; CHO-M1 cells, IP1 TR-FRET (IP-One), carbachol + lithium;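 note: IP1 builds up when IMPase is blocked and the TR-FRET signal falls; potency is the fitted concentration of half-maximal effect; plate controls were basal vehicle for no effect and high inhibitor control for full effect; nearly all actives have a fitted effect of over 50% in size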
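CHO cells stably expressing M1 receptor (2000/well) were cultured 16–30 h, then exposed to compounds with a small lithium addition for 30 min at 37C. IP1 was measured by TR-FRET competition; AC50 from Hill fits.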
HttQ103 aggreg: qHTS Multiplex Assay to Identify Dual Action Probes in a Cell Model of Huntington: Aggregate Formation (GFP); Potency, µM (series often up to 46.1 µM), inactives show at the highest dose activity change, negative = inhibition, hits mostly inhibitors; PC12 HttQ103-GFP aggregates, Acumen cytometry, 40 h; 1.1% of 220,000 active; note: potency is the fitted concentration of half-maximal effect; % is set by controls: 0 for no effect and ±100 for the full control effect; nearly all actives have a fitted effect of over 60% in size
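Aggregates are detected as GFP objects 1–25 µm with signal 6 STDEV over background in lysates of induced PC12 cells. These carry Huntingtin exon 1 with 103 glutamines fused to GFP under an ecdysone promoter; compounds titrated.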
Luc counter: Counterscreen for Luciferase (Kinase-Glo TM) Inhibition; Luciferin 4-monooxygenase (Photuris pensylvanica), Q27757; Kinase-Glo luciferase, ATP luminescence, 8 min; Potency, µM (doses to about 38.3 µM), inactives show at the highest dose activity change, negative = inhibition, usual class: inhibitors; 0.28% of 200,000 active; AID 1379, 2008; note: potency is the fitted concentration of half-maximal effect; % is set by controls: 0 for no effect and ±100 for the full control effect; nearly all actives have a fitted effect of over 60% in size
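Compounds were added to a substrate mix at pH 7.2 (50 mM imidazole, 10 uM ATP, within the enzyme's linear range), followed by Kinase-Glo detection reagent; luminescence was measured after 8 minutes at ambient temperature.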
CBFb RUNX1 block: qHTS Assay for Compounds Blocking the Interaction Between CBF-beta and RUNX1 for the Treatment of Acute Myeloid Leukemia | Runt-related transcription factor 1 (Homo sapiens) + Core-binding factor subunit beta … | AlphaScreen CBFb-His/RUNX1-biotin binding, biochemical | Potency, µM (series often up to 59.8 µM), without a hit: top-dose activity, negative = inhibition, hits mostly inhibitors | 230,000 tested, under 10 active; note: % of control where 0% means no effect
Target sequence (Q01196 whole entry, looked up): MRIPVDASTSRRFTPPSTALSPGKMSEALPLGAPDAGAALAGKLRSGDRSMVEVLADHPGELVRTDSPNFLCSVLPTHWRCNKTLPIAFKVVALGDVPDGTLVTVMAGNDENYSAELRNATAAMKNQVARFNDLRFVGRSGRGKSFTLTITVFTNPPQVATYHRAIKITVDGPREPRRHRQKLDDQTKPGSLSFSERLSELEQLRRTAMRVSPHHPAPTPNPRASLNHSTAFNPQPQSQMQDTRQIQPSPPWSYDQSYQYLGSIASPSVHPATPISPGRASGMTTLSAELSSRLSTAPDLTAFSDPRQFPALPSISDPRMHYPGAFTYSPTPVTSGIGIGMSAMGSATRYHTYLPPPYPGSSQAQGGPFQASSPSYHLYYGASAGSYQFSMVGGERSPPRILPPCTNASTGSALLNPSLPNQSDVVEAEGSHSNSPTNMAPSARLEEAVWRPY
Target sequence (Q13951 whole entry, looked up): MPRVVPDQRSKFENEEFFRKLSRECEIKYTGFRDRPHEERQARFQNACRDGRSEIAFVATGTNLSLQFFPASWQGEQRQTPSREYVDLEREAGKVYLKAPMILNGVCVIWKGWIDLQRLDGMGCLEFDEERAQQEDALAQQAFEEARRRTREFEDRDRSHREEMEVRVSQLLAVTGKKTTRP
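AlphaScreen binding: CBFb-His and RUNX1-biotin (30 nM each) preincubated 20 min, compound added for 15 min, then nickel and streptavidin beads for 90 min, all at room temperature. Disruption of the interaction by any mechanism counts as activity.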
Epigenetic derep: Quantitative High-Throughput Screen for Regulators of Epigenetic Control | 0.2% of 280,000 active | AID 1865, 2009 | Potency, µM (doses to about 53.9 µM), for inactives: top-dose GFP activation, actives largely listed as activators | murine LDR cells, GFP reporter derepression, 30 h; note: potency is the fitted concentration of half-maximal effect; % of control where 0% means no effect; nearly all actives have a fitted effect of over 60% in size
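In this reporter-derepression format, murine cells bearing a silenced integrated CMV-GFP locus incubate with test compound (30 h, 37 C), then are washed and imaged; fluorescent objects of 20–120 um count as induced cells.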
Numbers without * were called inactive; ? = inconclusive; / = not tested or not shown; [ ] = another dose, or the depositor's remark. Calls come from the whole dose curve; as a rule, active = well fitted curve in the direction sought with a large enough effect; inconclusive = small, poorly fitted or top-dose-only effect, or another doubt; inactive = no such curve, though single readings can be large; an effect the other way counts as inactive or inconclusive.

Fields – Luc counter | Epigenetic derep | HttQ103 aggreg | CBFb RUNX1 block | IMPase Li inh | NPSR antag | L3MBTL1 inh
CCN(CC)S(=O)(=O)c1ccc(C)c(NC(=S)Nc2cccc(S(=O)(=O)N3CCCCCC3)c2)c1
    -2% | 6.6% | -5% | -2% | 16% | -37% | -8%
O=C(CSc1nc2c(c(=O)n1-c1ccc(Cl)cc1)SCC2)N1CCOCC1
    -4% | 0.0% | -5% | 3% | 8%[38.3 µM] | -21%[46.1 µM] | 0%
CCN(CC)c1ccc(NC(=O)c2cncc(Br)c2)cc1
    1% | -0.8% | ? | -19% | 22%[38.3 µM] | -10%[46.1 µM] | -13%
CCOC(=O)c1c(C)n(C)c2cc([N+](=O)[O-])c(O)c([N+](=O)[O-])c12
    / | 0.0% | 15%[9.22 µM] | -5% | / | 45% | -12%
CC12CC(NC(=O)N1c1cccc(C(=O)N3CCN(c4ccccc4)CC3)c1)c1ccccc1O2 (stereo unspecified)
    1% | -1.7% | -14% | -6% | -6%[38.3 µM] | -15%[46.1 µM] | -3%
CCc1cccc(CC)c1NC(=O)/C(C#N)=C/c1ccccc1C(F)(F)F
    -1% | 18% | -28% | 4% | 34%[activator] | -16%[46.1 µM] | -3%
O=C(CSc1nnnn1-c1ccccc1)Nc1ncc2c(n1)CC(c1ccccc1)CC2=O (stereo unspecified)
    0% | -1.0% | 18% | 2% | 12%[38.3 µM] | -8%[46.1 µM] | /
C/C(CC(=O)Nc1cccc(C(F)(F)F)c1)=N\NC(=O)Cc1ccccc1
    -5% | 0.2% | 11% | -1% | -4% | -20% | /
O=C(N/N=C/c1ccc(-c2ccccc2C(=O)O)o1)c1cccs1
    -11% | 1.0% | 19% | -1% | 3% | -14% | 25µM*
CCOc1cc(N2CCOCC2)c(OCC)cc1NC(=O)c1ccc(OC)cc1
    0% | -1.9% | -4% | -6% | 5% | -18% | ?
CCn1ncc([N+](=O)[O-])c1C(=O)Nc1cc(C)on1
    -2% | -1.9% | 11% | -12% | -3% | 12% | 5%
C/C(=N\NC(=O)c1ccc(Cl)cc1)c1ccc(N2CCOCC2)cc1
    0% | 0.0% | 9% | 0% | -14% | 19% | 2%
CN(C)S(=O)(=O)c1ccc(N2CCCC2)c(C(=O)Nc2nc3ccc(F)cc3s2)c1
    0% | 0.1% | -24% | -13% | 3% | -2% | 0%
COc1ccc(OCC(=O)Nc2ccc(N3CCC(C)CC3)cc2)cc1
    2% | -1.5% | 16% | 4% | 1% | 4% | -1%
C=CCn1c(SCC(=O)Nc2c(C)cccc2C)nnc1-c1cnccn1
    9% | -1.6% | -11% | 1% | -13%[38.3 µM] | -15%[46.1 µM] | 5%

Fields – Luc counter | Epigenetic derep | HttQ103 aggreg | CBFb RUNX1 block | IMPase Li inh | NPSR antag | L3MBTL1 inh
Cc1ccc(Cl)cc1N1CCN(C(=O)COc2ccc(S(=O)(=O)NC(C)C)cc2)CC1
    3% | 4.3% | ? | -3% | 11%[38.3 µM] | -19%[46.1 µM] | /
COc1ccc(OC)c(NC(=O)CSc2nnc(Cc3cccn3C)n2CCc2ccccc2)c1
    / | -1.9% | 12% | ? | / | ? | -29%
O=C(NCCCn1ccnc1)C(=O)NC1CCCCC1
    -5% | 0.0% | / | 7% | 1% | 6% | -7%
NNC(=O)CSCc1nc(-c2ccccc2)cs1
    / | 1.1% | 0%[9.22 µM] | 2% | / | -12% | -5%
CCn1c(SCC(=O)N/N=C(\C)c2ccncc2)nnc1-c1ccccc1
    0% | 1.0% | -7%[9.22 µM] | 3% | -11% | -4% | 12%
CCO[C@H]1OC(C(=O)N2CCN(Cc3ccccc3)CC2)=C[C@@H](c2cn(C(C)=O)c3ccccc23)[C@@H]1CCCO
    / | -1.3% | 6%[9.22 µM] | 3% | -4% | ? | 1%
Cc1cc(C(=O)O)c(C)n1Cc1ccncc1
    / | 0.0% | -6%[9.22 µM] | -1% | / | -14%[7.67 µM] | -22%
Cc1cc2nc3c(c(=O)n2[nH]1)CCCC3
    0% | -1.0% | ? | 11% | 20%[38.3 µM] | -1%[46.1 µM] | -1%
Cc1ccc(NC(NC(=O)c2cccs2)C(Cl)(Cl)Cl)cc1C (stereo unspecified)
    0% | 5.8% | -12% | -6% | 7%[38.3 µM] | ? | -7%
COc1ccc(/C=N/n2cnnc2SCc2ccc(OC)cc2)cc1
    2% | 0.0% | 18% | 3% | 21%[38.3 µM] | -10%[46.1 µM] | -11%
C=CCc1c(O)c(CC)cc2c(C)cc(=O)oc12
    / | 3.1% | 18%[9.22 µM] | 8% | / | -6% | /
O/N=C\c1ccc(-c2ccccc2)o1
    1% | -0.8% | 0% | -5% | 1% | 19% | 5%
COc1cccc(-c2ccc(-c3noc(-c4cccs4)n3)c(OC)n2)c1
    -3% | 0.9% | -2% | -4% | 31%[activator][38.3 µM] | -17%[46.1 µM] | /
CCNS(=O)(=O)c1ccc(CCC(=O)Nc2ccccc2C(=O)OC)cc1
    -1% | -3.8% | -2% | 0% | 2% | -11% | 3%
Cc1ccccc1CSc1nnc(-c2cccs2)n1Cc1ccco1
    -3% | -1.1% | -18% | -1% | 8%[38.3 µM] | -19%[46.1 µM] | -2%

Fields – Luc counter | Epigenetic derep | HttQ103 aggreg | CBFb RUNX1 block | IMPase Li inh | NPSR antag | L3MBTL1 inh
COc1ccccc1N1C(=O)S/C(=C\c2cc(C)n(C)c2C)C1=O
    1% | 0.2% | ? | ? | 8% | -13% | -23%
Cc1ccccc1/C=N/Nc1ccnc2cc(Cl)ccc12
    0% | -1.2% | ? | -14% | 14% | ? | 8%
Cc1cc(NS(=O)(=O)c2ccc(NC(=O)C(c3ccccc3)c3ccccc3)cc2)no1
    -3% | -2.0% | 14% | -5% | 12%[38.3 µM] | -24%[46.1 µM] | /
C=CCn1c(=N)n(CC(=O)c2ccc(OC)cc2)c2ccccc21
    / | -1.8% | -14%[9.22 µM] | 9% | / | 2% | /
O=C(O)CCCNc1c(C(=O)Nc2ccc(Cl)cc2)cc([N+](=O)[O-])cc1[N+](=O)[O-]
    1% | -6.3% | -12% | -7% | 1% | -6% | -4%
Cc1nnsc1NC(=O)OCC(C)C
    / | -1.0% | 0% | 4% | / | 1%[46.1 µM] | 6%
O=C(NCCC1=CCCCC1)C(=O)NCC(c1ccco1)N1CCN(c2ccccc2)CC1 (stereo unspecified)
    1% | 4.7% | 8% | 5% | 15% | -59% | -1%
Cc1ccc(/C(O)=C/c2nc3ccccc3oc2=O)cc1
    / | ? | -20%[9.22 µM] | -6% | / | 6% | 1%
Cc1onc(-c2ccccc2Cl)c1C(=O)Nc1cnn(Cc2ccccc2)c1
    2% | 0.0% | -14% | -1% | 11%[38.3 µM] | -7%[46.1 µM] | -3%
COc1ccccc1NC(=O)CN1CCN(CC(=O)Nc2ccc(F)cc2)CC1
    2% | -1.1% | 24% | 3% | 18%[38.3 µM] | -17%[46.1 µM] | /
CCCCc1c(C)nc2ccccc2c1SCCC#N
    5% | 0.0% | -29% | 4% | 1% | -11% | 16%
O=[N+]([O-])c1cc(C(F)(F)F)ccc1N1CCC(O)CC1
    / | 1.1% | -6%[9.22 µM] | 1% | -3% | -8% | 30%
CCN(CCn1cccn1)C(=O)c1cc(COc2cccc3cccnc23)on1
    / | 1.5% | -3% | 5% | / | -14% | 7%
CCc1noc(C)c1C(=O)Nc1nnc(C2CCCCC2)s1
    -3% | 1.6% | ? | -1% | 1% | -28% | /
Cn1cc(CN2CCCC(CNC(=O)c3ccc4c(c3)OCO4)C2)c2ccccc21 (stereo unspecified)
    -1% | 5.9% | -13%[9.22 µM] | 1% | 20% | -13% | -3%

Of the compounds above, these have a cyano group.
Fields – Luc counter | Epigenetic derep | HttQ103 aggreg | CBFb RUNX1 block | IMPase Li inh | NPSR antag | L3MBTL1 inh
CCc1cccc(CC)c1NC(=O)/C(C#N)=C/c1ccccc1C(F)(F)F
    -1% | 18% | -28% | 4% | 34%[activator] | -16%[46.1 µM] | -3%
CCCCc1c(C)nc2ccccc2c1SCCC#N
    5% | 0.0% | -29% | 4% | 1% | -11% | 16%

(next part)
Fields – Luc counter | Epigenetic derep | HttQ103 aggreg | CBFb RUNX1 block | IMPase Li inh | NPSR antag | L3MBTL1 inh
O=C(c1ccccc1)c1ccc(Oc2ncccn2)cc1
    -3% | 1.0% | -1% | 5% | -3%[38.3 µM] | -12%[46.1 µM] | -3%
Cc1ccc(N(CCCCN2C(=O)c3ccccc3C2=O)C(=O)c2cccs2)cc1
    -2% | -1.2% | -30% | 1% | 16%[38.3 µM] | ? | 1%
Cc1cc(C)n2cc(CSc3nncn3C)nc2n1
    5% | -0.1% | 6% | 12% | 7% | 12% | -2%[11.4 µM]
OCCCNCc1cccc2ccccc12
    / | 5.6% | 17% | -10% | / | 8%[46.1 µM] | -6%
O=S(=O)(c1ccccc1)N1N=C(c2ccccc2)CC1c1ccccc1 (stereo unspecified)
    / | -11% | -15% | 12% | / | 32% | -1%
C=CCn1c(SCC(=O)Nc2ccc3c(c2)OCO3)nnc1-c1ccccc1OC
    0% | 0.0% | -15% | -1% | 2%[38.3 µM] | -20%[46.1 µM] | -3%
CCN1C(C)=C(C)S/C1=C1\SC(=S)N(NC(C)=O)C1=O
    -1% | 0.2% | 1%[9.22 µM] | -3% | 31%[activator] | -2% | -3%
COc1cc2c(C(=O)N3CCOCC3)c(CSc3ccccc3)n(C)c2cc1Br
    -7% | 1.3% | 16% | 1% | 1% | -32% | /
Cn1c(SCC(=O)NCc2ccccc2)nnc1-c1ccc(NC(=O)CCc2ccccc2)cc1
    -4% | 2.1% | 14% | 4% | 22%[38.3 µM] | -4%[46.1 µM] | /
CCN1C(=O)Cc2cc(S(=O)(=O)N3CCOCC3)ccc21
    -5% | 0.8% | -21% | 14% | -7% | 14%[46.1 µM] | -9%
CC(=O)c1c(C)[nH]c(=S)c(C#N)c1-c1ccc(Cl)cc1
    / | -1.4% | 11%[9.22 µM] | -13% | / | 14%[7.67 µM] | -6%
O=C(c1cccnc1)C1CCCN(Cc2nc(Cc3ccccc3F)no2)C1 (stereo unspecified)
    2% | -0.3% | -14%[9.22 µM] | 1% | 12% | 9% | 8%

This is a subset, so the mix of outcomes need not match the whole.
